SW480 rerep: A quantitative high throughput screen for small molecules that induce DNA re-replication in SW480 colon adenocarcinoma cells; Potency, µM (highest dose often 46.1 µM), for the others: top-dose re-replication activation, actives largely listed as activators; 340,000 tested, 1.8% active; SW480 DNA re-replication, Hoechst DNA content imaging, 48 h; AID 624297, 2012; further: potency means the concentration at half of the fitted maximal effect; % of control where 0% means no effect; nearly all actives have a fitted effect of over 55% in size
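Treated cells incubate 48 hr (37 C, 5% CO2), are stained 40 min with Hoechst, and nuclear fluorescence is enumerated; a rise in nuclei with high DNA signal marks re-replication.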
ATXN2 expr inh: Primary qHTS for Inhibitors of ATXN expression. HEK-293 ATXN2-luciferase reporter, luminescence, 24 h. Potency, µM (highest dose often 57 µM), inactives show top-dose activity change, negative = inhibition, hits mostly inhibitors. 360,000 tested, 0.72% active; further: potency means the concentration at half of the fitted maximal effect; on the % scale 0 is the no-effect control and ±100 the full control effect; nearly all actives have a fitted effect of over 55% in size
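ATXN2-luciferase reporter cells (luciferase flanked by upstream and downstream ATXN2 gene portions) were treated 24 h at 37 °C with compounds at up to 57 uM. SteadyGlo luminescence gave expression; GF-AFC fluorescence gave viability.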
HT1080 IDH1KD tx: qHTS for induction of synthetic lethality in tumor cells producing 2HG: qHTS for the HT-1080-IDH1KD cell line. HT-1080 IDH1 knockdown viability, ATP luminescence, 48 h. Potency, µM (doses to about 46.1 µM), for inactives: at the top dose activity, negative = toxicity, most hits filed as cytotoxic. 360,000 tested, 2% active;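 further: potency means the concentration at half of the fitted maximal effect; 0% = DMSO wells and -100% = cell-free medium wells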
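IDH1KD HT-1080 cells, 750/well, RPMI + 5% FBS; compound pinned after 2 h settling; 48 h, 37 °C; CellTiter-Glo luminescence; % activity normalised to DMSO and no-cell wells; curves fitted, classed by r2 and efficacy.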
WRN inhibitor: qHTS for Inhibitors of WRN Helicase | 360,000 tested, 0.46% active | AID 651768, 2012 | WRN helicase unwinding, fluorescent forked duplex, kinetic | Potency, µM (titrated, usually from 114 µM), for the others: at the top dose activity change, negative = inhibition, hits mostly inhibitors; further: potency means the concentration at half of the fitted maximal effect; on the % scale 0 is the no-effect control and ±100 the full control effect; nearly all actives have a fitted effect of over 55% in size
Target sequence (Q14191 whole entry, looked up): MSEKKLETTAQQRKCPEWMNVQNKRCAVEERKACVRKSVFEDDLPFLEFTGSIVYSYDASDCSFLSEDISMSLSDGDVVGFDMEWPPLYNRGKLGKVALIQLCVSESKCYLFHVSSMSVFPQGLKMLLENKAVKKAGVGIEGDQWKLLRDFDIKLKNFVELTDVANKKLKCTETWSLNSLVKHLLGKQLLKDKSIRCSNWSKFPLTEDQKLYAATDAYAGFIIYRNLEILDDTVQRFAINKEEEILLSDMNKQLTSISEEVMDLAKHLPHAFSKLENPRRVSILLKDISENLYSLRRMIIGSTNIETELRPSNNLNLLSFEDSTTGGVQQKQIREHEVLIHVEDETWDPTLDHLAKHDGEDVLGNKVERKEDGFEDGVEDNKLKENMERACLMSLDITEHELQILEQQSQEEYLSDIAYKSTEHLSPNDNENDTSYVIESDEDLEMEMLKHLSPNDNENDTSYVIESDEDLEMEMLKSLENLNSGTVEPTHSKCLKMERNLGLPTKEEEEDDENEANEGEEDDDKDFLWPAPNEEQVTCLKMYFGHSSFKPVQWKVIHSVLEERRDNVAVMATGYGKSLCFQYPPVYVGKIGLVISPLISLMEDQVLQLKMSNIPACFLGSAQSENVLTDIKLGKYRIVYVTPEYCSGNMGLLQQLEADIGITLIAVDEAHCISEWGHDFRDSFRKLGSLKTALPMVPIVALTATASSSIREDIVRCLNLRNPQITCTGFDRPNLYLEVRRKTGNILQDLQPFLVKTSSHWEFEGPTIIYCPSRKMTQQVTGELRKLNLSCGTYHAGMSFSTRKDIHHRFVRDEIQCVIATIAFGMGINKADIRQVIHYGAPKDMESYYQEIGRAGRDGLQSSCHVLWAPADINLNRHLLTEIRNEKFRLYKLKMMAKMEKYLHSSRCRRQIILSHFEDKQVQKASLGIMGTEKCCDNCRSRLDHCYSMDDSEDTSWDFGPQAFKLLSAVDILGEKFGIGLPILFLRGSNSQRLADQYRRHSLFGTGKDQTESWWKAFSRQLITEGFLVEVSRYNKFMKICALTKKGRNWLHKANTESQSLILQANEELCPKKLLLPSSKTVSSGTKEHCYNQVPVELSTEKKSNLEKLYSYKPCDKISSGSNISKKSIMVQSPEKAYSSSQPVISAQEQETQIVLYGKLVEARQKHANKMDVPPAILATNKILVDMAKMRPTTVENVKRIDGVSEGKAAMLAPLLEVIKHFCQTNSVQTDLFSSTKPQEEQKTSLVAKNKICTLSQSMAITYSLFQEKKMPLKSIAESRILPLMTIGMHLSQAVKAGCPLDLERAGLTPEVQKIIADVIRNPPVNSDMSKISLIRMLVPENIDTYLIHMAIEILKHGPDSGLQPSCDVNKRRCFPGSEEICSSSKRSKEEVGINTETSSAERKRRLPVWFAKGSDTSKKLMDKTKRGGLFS
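WRN at 20 nM final was preincubated with compound for 15 min at room temperature; reaction started with 100 nM forked duplex oligonucleotide carrying fluorophore and quencher plus 2 mM ATP (final). Unwinding followed kinetically by red fluorescence (ex 525/em 598 nm).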
KB-3-1 cytotox: qHTS assay for MDR1-selective chemotherapeutics: Primary screen using the parental adenocarcinoma cell KB-3-1; Potency, µM (top dose mostly 46.1 µM), for the others: at the top dose activity change, negative = cytotoxic, actives largely listed as cytotoxic; KB-3-1 viability, CellTiter-Glo ATP luminescence, 72 h; 400,000 tested, 1.4% active; AID 1347075, 2019; further: potency means the concentration at half of the fitted maximal effect; on the % scale 0 is the no-effect control and ±100 the full control effect; nearly all actives have a fitted effect of over 60% in size
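Parental KB-3-1 viability, qHTS format: 72 h compound exposure, 37 °C; CellTiter-Glo; media-only wells and DMSO plates as controls; concentration-effect fits on corrected data.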
KB-V1 cytotox: qHTS assay for MDR1-selective chemotherapeutics: Primary screen using the drug-selected MDR subline cells KB-V1; KB-V1 MDR cells viability, CellTiter-Glo, 72 h; Potency, µM (doses to about 46.1 µM), inactives show at the highest dose activity change, negative = cytotoxicity, actives largely listed as cytotoxic; 400,000 tested, 3.4% active; AID 1347076, 2019; further: potency means the concentration at half of the fitted maximal effect; on the % scale 0 is the no-effect control and ±100 the full control effect; nearly all actives have a fitted effect of over 60% in size
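Luminescent ATP read-out (CellTiter-Glo, 10 min) measures survival of drug-selected KB-V1 MDR cells after 72 h, 37 degrees C compound exposure. Medium: phenol-red-free DMEM, 10% FBS. Values from fitted concentration-response curves.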
MCF10A rereplic: A quantitative high throughput screen for small molecules that induce DNA re-replication in MCF 10a normal breast cells; MCF 10A DNA re-replication, Hoechst nuclear intensity, 48 h; Potency, µM (doses to about 46.1 µM), for the others: at the top dose activity, positive = re-replication, actives largely listed as activators; 350,000 tested, 2.9% active; AID 624296, 2012; further: potency means the concentration at half of the fitted maximal effect; % of control where 0% means no effect; nearly all actives have a fitted effect of over 50% in size
HT1080-NT tox: qHTS for induction of synthetic lethality in tumor cells producing 2HG: qHTS for the HT-1080-NT fibrosarcoma cell line | Potency, µM (highest dose often 46.1 µM), inactives show top-dose activity, negative = less viability, hits mostly cytotoxic | AID 686970, 2013 | 360,000 tested, 1.6% active | HT-1080-NT fibrosarcoma viability, CellTiter-Glo ATP luminescence, 48 h;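 further: NT is the 2HG producing partner of a matched IDH1 knockdown line; potency means the concentration at half of the fitted maximal effect; 0% = DMSO-treated cells and -100% = media-only wells without cells; nearly all actives have a fitted effect of over 55% in size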
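Viability by CellTiter-Glo luminescence after 48 h compound exposure at 37C of HT-1080-NT cells (750/well, RPMI, 5% FBS). % activity scaled between DMSO wells and medium-only wells, then curve-fitted and categorized by curve class.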
IL1B secr inh: qHTS for Inhibitors of Inflammasome Signaling: IL-1-beta AlphaLISA Primary Screen. THP-1 LPS/ATP IL-1B secretion, AlphaLISA, 16 h; hits give low values. activity change, % at 57.5 µM. 360,000 tested, 4.7% active; in the data active means activity change below about -50%; inconclusive means mostly about -30% to -49%; further: on the % scale 0 is the no-effect control and ±100 the full control effect
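Secreted IL-1B measured by AlphaLISA bead assay after 16 h compound exposure of THP-1 cells; compounds (final up to 57.5 uM) added 1 h before LPS (250 ng/mL) and ATP (1.25 mM) stimulation; lower signal means less secretion.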
Starred values were filed as active, the others as inactive; u = inconclusive; x = not tested or not shown; [ ] = dose if it differs, or a comment. Unless noted, the call rests on the fitted dose curve; in most records, active means well fitted curve in the direction sought with a large enough effect; inconclusive means small, poorly fitted or top-dose-only effect, or another doubt; inactive means no such curve, though single readings can be large; an effect the other way counts as inactive or inconclusive.

SMILES	SW480 rerep	ATXN2 expr inh	HT1080 IDH1KD tx	WRN inhibitor	KB-3-1 cytotox	KB-V1 cytotox	MCF10A rereplic	HT1080-NT tox	IL1B secr inh
CN1CCN(CCNC(=O)Nc2ccc([N+](=O)[O-])cc2)CC1	-3%	x	0%	1%	4%	8%	4%	1%	0
CC(=O)N1N=C(c2ccc(Br)cc2)CC1c1cn(C)c2ccccc12 (stereo unspecified)	24%	-7%	-7%	-8%	19%	u	18µM*	-2%	12
CCCCn1nnnc1C(c1cc2ccccc2o1)N(C)Cc1ccc(Cl)cc1 (stereo unspecified)	x	3%	-20%	-2%	-11%	-13%	x	-10%	-1
Oc1ccccc1N=Cc1c(O)ccc2ccccc12	17%	-2%	18µM*	-10%	-14%	-11%	u	u	35
Cc1ccc(OCCSc2nc(NC(C)C)nc(NC(C)C)n2)cc1	8%	-6%	-20%	-8%	-22%	u	13µM*	-14%	11
O=C(CSc1nnc(COc2ccc(Br)cc2)o1)N1CCOCC1	-43%[inhibitor]	8%	-14%	2%	4%	1%	-5%	21%	42
COc1ccccc1-c1cc2nc(NCCOc3ccccc3)ccn2n1	x	-27%	u	-9%	0%	-4%	x	u	-2
COc1ccc(-c2nc3ccccc3c(=O)n2CCOc2ccc(C)cc2C)cc1	-5%	x	9%	10%	8%	-4%	1%	5%	13
COC(C(=O)NCc1ccc(C)cc1)c1ccccc1 (stereo unspecified)	0%	x	0%	10%	1%	4%	-10%	1%	27
O=C(COC(=O)c1ccc2[nH]c3c(c2c1)CCCC3)NC1CCS(=O)(=O)C1 (stereo unspecified)	0%	-25%	-9%	-5%	-1%	-13%	10%	1%	-11

A second format for some results above.
molecule | SW480 rerep | ATXN2 expr inh | HT1080 IDH1KD tx | WRN inhibitor | KB-3-1 cytotox | KB-V1 cytotox | MCF10A rereplic | HT1080-NT tox | IL1B secr inh
Cc1ccc(OCCSc2nc(NC(C)C)nc(NC(C)C)n2)cc1 | 8% | -6% | -20% | -8% | -22% | u | 13µM* | -14% | 11
O=C(CSc1nnc(COc2ccc(Br)cc2)o1)N1CCOCC1 | -43%[inhibitor] | 8% | -14% | 2% | 4% | 1% | -5% | 21% | 42
COc1ccccc1-c1cc2nc(NCCOc3ccccc3)ccn2n1 | x | -27% | u | -9% | 0% | -4% | x | u | -2
COc1ccc(-c2nc3ccccc3c(=O)n2CCOc2ccc(C)cc2C)cc1 | -5% | x | 9% | 10% | 8% | -4% | 1% | 5% | 13

Going on with the list.
SMILES	SW480 rerep	ATXN2 expr inh	HT1080 IDH1KD tx	WRN inhibitor	KB-3-1 cytotox	KB-V1 cytotox	MCF10A rereplic	HT1080-NT tox	IL1B secr inh
Cc1ccc(S(=O)(=O)N2CCN(S(C)(=O)=O)C2)cc1	-11%	-3%	10%	-16%	9%	2%	0%	2%	7
CNC(=O)c1cc(C(=O)c2c(Cl)cccc2Cl)c[nH]1	-101%[inhibitor]	20%	5%	-4%	-2%	9%	4%	5%	-1
CCCCn1c(NC(=S)Nc2ccccc2)nc2ccccc21	16µM*	-14%	u	-15%	u	u	u	18µM*	-106*
COc1ccc(S(=O)(=O)N2CCN(c3ccc(F)cc3)CC2)cc1C(=O)N1CCOCC1	0%	-9%	7%	9%	6%	-23%	-4%	-13%	-1
CCc1cc2ccc(OC)cc2nc1SCC(=O)Nc1cc(C)on1	7%	-31%	-18%	-15%[57.1 µM]	-26%	-24%	13µM*	-18%	16
CC(=O)c1cnn(-c2cc(Oc3ccc(F)cc3)ncn2)c1C	-7%	9%	23%	-5%	6%	-2%	12%	18%	-14
CCOc1ccc(NC(=O)Cn2cc(C(C)=O)c3ccccc32)cc1	11%	-14%	-1%	18%	3%	16%	0%	11%	41
Cc1ccccc1C(=O)NNC(=O)CSc1nc(-c2ccccc2)cc(=O)[nH]1	-4%	0%	-1%	-29%	7%	17%	-3%	-1%	4
N#Cc1ccc(N2Cc3ccccc3C2=NC(=O)c2cccnc2Cl)cc1	3%	25%	-3%	-7%	u	16µM*	u	2%	-20
Cc1ccc(C(=O)NCCNC(=O)c2ccc(C)o2)o1	-5%	10%	19%	0%	7%	12%	-1%	u	31
Cc1cc(N=Nc2ccccc2)cc(C)c1NC(=O)C(F)(F)F	5%	32%[activator]	-3%	-11%	-4%	u	6%	-3%	u
Cc1cccn2c(CN(C)C3CCOC3)c(C(=O)N3CCCCC3)nc12 (stereo unspecified)	-5%	0%	18%	0%	7%	3%	-1%	7%	30
O=C(COC(=O)C1Cc2ccccc2CN1C(=O)c1ccccc1)Nc1ccc(SC(F)F)cc1 (stereo unspecified)	-5%	1%	-13%	u	-3%	-2%	-1%	-7%	13
CCc1ccc(N2CCN(CCNC(=O)Nc3ccc(OC)cc3)CC2)cc1	-7%	x	8%	-2%	1%	2%	0%	7%	-18
CCOC(=O)CN1N=C(/C=C/c2ccc(OC)cc2)CCC1=O	1%	13%	0%	-3%	u	u	4%	-3%	-2
COc1cc(/C(C)=N/N2CCN(c3ccccc3OC)CC2)ccc1O	-33%[inhibitor]	13%	15%	8%	10%	-9%	3.7µM*	6%	0
Clc1ccc(-c2nc(Cc3ccccc3Cl)no2)cc1	5%	21%	1%	-2%	-4%	0%	u	-1%	-12
CC(C)(C)OC(=O)N1CCc2onc(-c3ccc(Cl)cc3)c2C1=O	x	13%	-3%	15%	12%	0%	x	-4%	-2
Cc1ccc(Nc2nc(N)nc(-c3oc4ccccc4c3C)n2)cc1	u	x	0.01µM*	-2%	0.18µM*	u	u	0.0065µM*	54
CN(C)C(=O)c1ccccc1-c1ccccc1	-9%	-9%	5%	13%	3%	1%	-6%	6%	24
FC(F)Sc1ccc(N=C2NN=C(c3ccc4c(c3)OCCO4)CS2)cc1	12µM*	x	u	9%	u	u	u	u	-2
COc1cc(NC(=S)NC(=O)c2ccc(C(C)(C)C)cc2)ccc1NC(=O)c1cccs1	-1%	x	u	0%	-17%	-20%	4%	u	-2
Cc1cc(NC(=O)c2cc(-c3ccc(Br)cc3)on2)no1	-1%	9%	-8%	10%	6%	28%	1%	22%	-4
Cc1noc(C)c1COc1ccc(C(=O)OCC(=O)c2ccc3c(c2)OCCO3)cc1	-4%	-1%	11%	2%	6%	16%	8%	14%	14
COC(=O)c1ccccc1NC(=S)NC(=O)COc1ccccc1Cl	1%	-8%	0%	-10%	0%	-10%	13%	-7%	0
O=S(=O)(c1ccc(SCc2ccccc2F)nc1)N1CCCC1	5%	-2%	0%	0%	-10%	-32%	0%	1%[9.24 µM]	10
CCOc1ccc(CCNC(=O)COC(=O)c2cc([N+](=O)[O-])ccc2N2CCOCC2)cc1OCC	-32%[inhibitor]	0%	-5%	1%	-20%	-8%	-7%	-4%	u
COc1ccccc1NS(=O)(=O)c1cccc(C(=O)N2CCN(C/C=C/c3ccccc3)CC2)c1	12%	-9%	2%	-11%	x	x	7%	4%	-1
COC(=O)[C@@H]1C[C@H]2CC[C@H](O)C[C@H]2N1Cc1ccc(C(C)(C)C)cc1	u	-6%	-3%	-1%	-6%	-21%	u	2%	11
Cc1ccc(-c2nn3nnnc3c3ccccc23)cc1C	u	-10%	-2%	9%	-12%	u	10%	-17%	15
Cc1cc(C(=O)OCC(=O)N2CCOCC2)c2ccccc2n1	8%	16%	9%	5%	-27%	-8%	-7%	0%	-16
CC1CCN(C(=O)C2CCN(c3nnc(-n4cccc4)s3)CC2)CC1	3%	-9%	-15%	-1%	-1%	-11%	-2%	4%	0
CCOC(=O)c1sc(N/N=C/c2cc(Br)c(O)c(OC)c2)nc1C	17%	x	u	u	2%	u	u	u	23
CCOC(=O)C(NCCc1ccccc1F)(NC(=O)CC)C(F)(F)F (stereo unspecified)	6%	2%	1%	-2%	-1%	5%	9%	3%	13
COc1cc2nc(CN3CCN(S(=O)(=O)c4ccccc4)CC3)[nH]c(=O)c2cc1OC	4%	-12%	-2%	-2%	-2%	-10%	-3%	-1%	13
O=C(CCn1c(=O)c2sccc2n(CC(=O)NCc2ccco2)c1=O)NCc1ccccc1	4%	-3%	-6%	-11%	-9%	-10%	-1%	0.1µM*	-11
CC1=NN2C(=N)/C(=C\c3cc(C)n(-c4ccc(C)cc4)c3C)C(=O)N=C2S1	-9%	-1%	-7%	-4%	1%	12%	11%	4%	16
O=C(Nc1nnc(-c2ccco2)o1)c1ccc2ccccc2c1	u	u	-7%	-34%	u	-15%	u	-5%	-2
CC(C)C1C(=O)N(Cc2cn(CCC3OCCO3)nn2)CCS(=O)(=O)N1Cc1ccc(-c2cccc(N(C)C)c2)cc1 (stereo unspecified)	x	u	-12%	-7%	17%	0%	x	-1%	-4
CC(C)(C)c1cc2nc3c(c(=O)n2[nH]1)CN(Cc1ccccc1)C3=O	-19%	-15%	4%	-3%	1%	5%	-3%	4%	-7
Cc1oc2ccc(OS(C)(=O)=O)cc2c1C(=O)OC(C)C	1%	-14%	-13%	-3%	-6%	13µM*	-11%	-5%	0
CCc1nc2nc(C)c(NS(=O)(=O)c3ccc(Br)s3)c(=O)n2[nH]1	4%	-1%	-2%	-2%[57.1 µM]	2%	0%	2%	-3%	17
COc1ccc2cc([C@H](C)C(=O)O)ccc2c1	11%	u	9%	4%	0%	7%	-3%	18%	11

High-throughput results from PubChem BioAssay.
